# Assay outcomes: PubChem, The Scripps Research Institute Molecular Screening Center
# CHRM4 antagonist – human M4 muscarinic receptor antagonists, primary screen, CHO cells, Fluo-8 calcium fluorescence; Muscarinic acetylcholine receptor M4 (Homo sapiens), P08173; CHO-hM4 cells, ACh EC80; inhibition, % at 3 µM; 0.73% of 360,000 active; AID 624125, 2012;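 active = inhibition above its plate's cutoff, the mean inhibition of sample wells plus 3 SD, cut at about 27% in these data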;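 also: 0% = acetylcholine EC80 with DMSO and 100% = DMSO without agonist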
# TAAR1 agonist – human TAAR1 agonists, primary screen, Fluo-8 calcium fluorescence, CHO RD-HGA16 cells; Trace amine-associated receptor 1 (Homo sapiens), Q96RJ0; vehicle wells 0%, saturating PEA agonist 100%; activation, % at 3 µM; 0.99% of 360,000 active; AID 624467, 2012;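 active = activation above the mean activation of all test compounds in the run plus 3 SD, cut at about 38% in these data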
# Target sequence (Q96RJ0 whole entry, looked up): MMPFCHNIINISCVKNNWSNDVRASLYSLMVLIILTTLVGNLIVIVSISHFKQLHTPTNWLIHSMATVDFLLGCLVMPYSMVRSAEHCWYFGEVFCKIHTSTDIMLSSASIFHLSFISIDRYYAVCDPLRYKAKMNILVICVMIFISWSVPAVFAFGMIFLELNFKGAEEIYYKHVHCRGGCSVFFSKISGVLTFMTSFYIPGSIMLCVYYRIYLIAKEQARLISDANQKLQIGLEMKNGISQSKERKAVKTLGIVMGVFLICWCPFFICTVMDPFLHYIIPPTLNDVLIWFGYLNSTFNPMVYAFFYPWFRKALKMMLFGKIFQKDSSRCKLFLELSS
#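 Test system: RD-HGA16 (CHO) cells co-expressing Gα16 and hTAAR1 | Doses: Single dose, 3 µM | Schedule: 17-24 h seeding, 75 min 37 °C dye, 30 min RT | Evaluation: % activation from peak over basal fluorescence ratio, DMSO-to-PEA scaled | Technique: Kinetic Fluo-8 calcium fluorescence | Benchmarks: Low control DMSO, high control PEA (EC100)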
# M5 PAM – human M5 muscarinic receptor positive allosteric modulators, primary screen, CHO-K1 cells, Fluo-8 calcium fluorescence | Muscarinic acetylcholine receptor M5 (Homo sapiens), P08912 | activation, % at 3 µM | CHO-K1 hM5, ACh EC20 PAM; 0% = ACh EC20, 100% = ACh EC100 | 0.3% of 360,000 active;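 active = activation above the run cutoff, the mean activation of all test compounds plus 3 SD, cut at about 18% in these data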
#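 Assay system – human M5 receptor in CHO-K1 cells · Read-out – % activation, ACh-normalized · Technique – Fluo-8 calcium fluorescence · Dosing – single-point, 3 µM nominal · Incubation – Fluo-8 loading 80 min at 37 °C plus 30 min room temperature · Repeats – singlicate, one well per test compound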
# CHRM1 PAM – human M1 muscarinic receptor positive allosteric modulators, primary screen, CHO-K1 cells, Fluo-8 calcium fluorescence, 1536-well; Muscarinic acetylcholine receptor M1 (Homo sapiens), P11229; activation, % at 3 µM; 0.088% of 360,000 active; CHO-K1 hM1, ACh EC20; 0% = ACh EC20, 100% = maximal ACh; AID 588819, 2011; in the data active = activation above about 19%, passing the limit was not always enough
# Target sequence (P11229 whole entry, looked up): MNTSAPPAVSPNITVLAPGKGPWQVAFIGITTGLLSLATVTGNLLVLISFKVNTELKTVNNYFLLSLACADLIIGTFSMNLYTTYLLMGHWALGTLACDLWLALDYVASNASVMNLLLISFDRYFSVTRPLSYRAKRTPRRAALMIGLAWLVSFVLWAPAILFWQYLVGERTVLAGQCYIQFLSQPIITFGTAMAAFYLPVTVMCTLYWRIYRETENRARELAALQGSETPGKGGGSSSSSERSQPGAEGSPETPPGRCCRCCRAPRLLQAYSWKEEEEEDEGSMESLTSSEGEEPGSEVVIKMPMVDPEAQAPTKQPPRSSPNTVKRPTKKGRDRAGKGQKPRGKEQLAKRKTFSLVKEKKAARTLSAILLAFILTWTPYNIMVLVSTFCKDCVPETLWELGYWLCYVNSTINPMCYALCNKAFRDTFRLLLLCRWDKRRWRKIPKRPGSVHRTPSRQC
# CHRM5 antagonist – human M5 muscarinic receptor antagonists, primary screen, CHO cells, Fluo-8 calcium fluorescence; 0.59% of 360,000 active; CHO-hM5 cells, ACh EC80; AID 624040, 2012; inhibition, % at 3 µM;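 active = inhibition above a per-plate cutoff, the mean of that plate's test compounds plus 3 SD, cut at about 27% in these data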;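 also: 0% = acetylcholine EC80 with DMSO and 100% = DMSO without agonist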
# CHRM1 agonist – human M1 muscarinic receptor agonists, primary screen, Fluo-8 calcium fluorescence, CHO-K1 cells, HTS. activation, % at 3 µM. CHO-K1 hM1, agonist mode; 0% DMSO, 100% acetylcholine EC100. 0.33% of 360,000 active;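 active = activation above the run's mean compound activation plus 3 SD, cut at about 16% in these data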;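 also: peak over basal fluorescence ratio within a 140 s kinetic read after compound addition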
# M1 antag – human M1 muscarinic receptor antagonists, primary screen, CHO-K1 cells, Fluo-8 calcium fluorescence, 1536-well | 1.3% of 360,000 active | Muscarinic acetylcholine receptor M1 (Homo sapiens), P11229 | CHO-K1 hM1, ACh EC80 antagonist | inhibition, % at 3 µM;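 active = percent inhibition above its own plate's cutoff, namely the mean of that plate's compound wells plus 3 SD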;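 also: peak over basal fluorescence ratio during 140 s after agonist addition; 0% = ACh EC80 plus DMSO and 100% = DMSO alone without agonist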
# M5 ag – human M5 muscarinic receptor agonists, primary screen, CHO-K1 cells, Fluo-8 calcium fluorescence; Muscarinic acetylcholine receptor M5 (Homo sapiens), P08912; CHO-K1 hM5 cells; 0% DMSO wells, 100% maximal acetylcholine response; activation, % at 3 µM; 0.19% of 360,000 active; AID 624037, 2012;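 active = activation above the run's mean over test compounds plus 3 SD, cut at about 23% in these data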;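 also: signal is peak over basal fluorescence ratio across the kinetic read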
# CHRM4 agonist – human M4 muscarinic receptor agonists, primary screen, CHO-K1 cells, Fluo-8 calcium fluorescence; 0.14% of 360,000 active; Muscarinic acetylcholine receptor M4 (Homo sapiens), P08173; CHO-K1 hM4/Gqi5; vehicle 0%, full acetylcholine response 100%; activation, % at 3 µM;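 active = activation above the run mean over all test wells plus 3 SD, cut at about 32% in these data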;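 also: peak over basal fluorescence ratio per well then scaled between controls; 0% = DMSO wells and 100% = acetylcholine at EC100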
# * = called active by the depositor; x = not tested or not shown. Not all compounds are listed (hit frequency here may not be typical).
# Preview (8 entries):
item	Structure	CHRM4 antagonist	TAAR1 agonist	M5 PAM	CHRM1 PAM	CHRM5 antagonist
1	COc1ccccc1N1CCN(c2nc3c(C)cccn3c(=O)c2C=O)CC1	-2	9	-11	-5	13
2	O=C(Cc1ccccc1Cl)NC1(O)C(=O)c2ccccc2C1=O	10	0	-8	2	4
3	CC(=O)Nc1ccc2c(=O)n(-c3ccccc3)sc2c1	-3	83*	9	-3	-9
4	O=[N+]([O-])c1ccc(N2CCN(S(=O)(=O)c3cnc[nH]3)CC2)cc1	6	0	-7	2	9
5	CCOC(=O)c1c(C)nc2ccccc2c1-c1ccccc1	8	13	-6	-9	0
6	Clc1ccccc1-c1nnc2sc(C3COc4ccccc4O3)nn12 (stereo unspecified)	11	1	-9	0	-3
7	O=C(CN(C(=O)Cn1nnc(-c2ccc(F)cc2)n1)C1CCCC1)NC1CCCC1	5	0	-6	0	-4
8	CCOC(=O)N1CCC(N2CCCC(C(=O)c3cccc(OC(C)C)c3)C2)CC1 (stereo unspecified)	4	2	-2	-18	1

item	CHRM1 agonist	M1 antag	M5 ag	CHRM4 agonist
1	-4	5	1	9
2	-3	-5	2	1
3	2	0	6	10
4	0	-2	-2	1
5	-6	16	-1	-1
6	-2	-3	-2	3
7	-2	1	2	1
8	-7	30	-21	1

# Results (from the top)
item	Structure	CHRM4 antagonist	TAAR1 agonist	M5 PAM	CHRM1 PAM	CHRM5 antagonist
1	COc1ccccc1N1CCN(c2nc3c(C)cccn3c(=O)c2C=O)CC1	-2	9	-11	-5	13
2	O=C(Cc1ccccc1Cl)NC1(O)C(=O)c2ccccc2C1=O	10	0	-8	2	4
3	CC(=O)Nc1ccc2c(=O)n(-c3ccccc3)sc2c1	-3	83*	9	-3	-9
4	O=[N+]([O-])c1ccc(N2CCN(S(=O)(=O)c3cnc[nH]3)CC2)cc1	6	0	-7	2	9
5	CCOC(=O)c1c(C)nc2ccccc2c1-c1ccccc1	8	13	-6	-9	0
6	Clc1ccccc1-c1nnc2sc(C3COc4ccccc4O3)nn12 (stereo unspecified)	11	1	-9	0	-3
7	O=C(CN(C(=O)Cn1nnc(-c2ccc(F)cc2)n1)C1CCCC1)NC1CCCC1	5	0	-6	0	-4
8	CCOC(=O)N1CCC(N2CCCC(C(=O)c3cccc(OC(C)C)c3)C2)CC1 (stereo unspecified)	4	2	-2	-18	1
9	CCc1cc2cc(C(=O)Nc3ccc(F)cc3)sc2s1	-4	1	-4	5	-5
10	CC1(C)Cc2nc(N)c(C(=O)NCCO)cc2CO1	-5	13	-4	6	1

item	CHRM1 agonist	M1 antag	M5 ag	CHRM4 agonist
1	-4	5	1	9
2	-3	-5	2	1
3	2	0	6	10
4	0	-2	-2	1
5	-6	16	-1	-1
6	-2	-3	-2	3
7	-2	1	2	1
8	-7	30	-21	1
9	-3	-8	-3	1
10	-2	-9	-4	-1

# Following part.
item	Structure	CHRM4 antagonist	TAAR1 agonist	M5 PAM	CHRM1 PAM	CHRM5 antagonist
11	CC(=O)c1c(C)[nH]c(C(=O)Nc2ccccc2Cl)c1C	-5	-1	6	18	-2
12	Cc1nc2c(=O)oc3ccccc3c2n1-c1ccccc1	-14	5	2	5	-3
13	COc1ccc(C)cc1-n1c(SCC(=O)NCC2CCCO2)nc2c([nH]c3ccccc32)c1=O (stereo unspecified)	1	2	1	17	2
14	CNc1ccc(C(=O)OCC(=O)NC(=O)NC2CCCCC2)cc1[N+](=O)[O-]	4	7	-10	-3	12
15	COc1ccc(COC(=O)NNC(=O)c2ccc(OC)cc2)cc1	2	19	3	0	-7
16	O=[N+]([O-])c1ccc2c(c1)oc1ccccc12	1	10	8	5	-5
17	CCOC(=O)c1[nH]c2c(c1C)C(=O)CC(c1ccc(F)cc1)C2 (stereo unspecified)	-3	2	-4	0	0
18	Cc1nn(-c2ccccc2)c(C)c1S(=O)(=O)O	5	3	3	8	3
19	CCCN1CNC(=S)N(Cc2ccccc2)C1	-11	0	-6	1	4
20	CCOc1ccccc1NC(=O)CN1CCN(C(=O)C2CCCO2)CC1 (stereo unspecified)	1	0	-2	2	4

item	CHRM1 agonist	M1 antag	M5 ag	CHRM4 agonist
11	-3	-19	0	3
12	-4	5	-3	1
13	-1	-18	-3	3
14	-3	1	-1	0
15	-5	5	0	-1
16	-3	-12	-10	0
17	4	-3	5	4
18	-5	-4	3	1
19	-3	2	-1	0
20	2	-1	-4	1

# Remaining list, next part
item	Structure	CHRM4 antagonist	TAAR1 agonist	M5 PAM	CHRM1 PAM	CHRM5 antagonist
21	O=C(Cc1ccccc1)NNS(=O)(=O)c1ccc([N+](=O)[O-])cc1	10	0	-3	2	2
22	Cc1cc(O)c(C(=O)/C=C/c2ccc(Cl)cc2)c(=O)o1	3	5	-3	4	4
23	CC[C@@]12C(=O)N(c3cccc(F)c3)C(=O)N1[C@H](c1ccc(Br)cc1)[C@@H]1C(=O)N(C(C)(C)C)C(=O)[C@@H]12	-6	5	11	3	3
24	CSc1nc2nc(-c3ccccc3)cc(=O)n2[nH]1	7	1	6	9	-5
25	CC/C(=N\NC(=O)CSCc1ccc(Cl)cc1)c1ccc2c(c1)OCCO2	11	6	-9	-6	0
26	Cc1ccc(NC(=O)N2CCN(C)CC2)cc1NC(=O)N1CCN(C)CC1	6	1	-7	3	6
27	CN(C(=O)c1cccc(NC(=O)Cc2ccc([N+](=O)[O-])cc2)c1)C1CCCCC1	-1	10	-2	5	4
28	O=C(NCC1CCCO1)C1CCC(CNS(=O)(=O)c2ccccc2)CC1 (stereo unspecified)	-13	4	-6	7	3
29	O=C1COc2ccc(C(=O)COC(=O)/C=C/c3cccc(F)c3)cc2N1	5	1	5	14	10
30	CCOc1cc(C2c3c(-c4ccccc4)n[nH]c3C(=O)N2c2ccc(C(=O)O)cc2)ccc1O (stereo unspecified)	-8	0	3	10	6

item	CHRM1 agonist	M1 antag	M5 ag	CHRM4 agonist
21	-5	-4	-1	1
22	-2	-4	-1	2
23	-3	-8	2	4
24	6	-12	1	0
25	-2	10	-9	1
26	-4	-7	-4	1
27	-2	-7	3	16
28	-3	-3	1	0
29	0	-17	2	1
30	-3	-13	-4	1

# Following part
item	Structure	CHRM4 antagonist	TAAR1 agonist	M5 PAM	CHRM1 PAM	CHRM5 antagonist
31	COCCNC(=O)[C@@H]1CCCN1S(=O)(=O)c1cccc2cccnc12	-6	10	-1	9	6
32	CCN(C[C@H]1N[C@@](C)(C(=O)OC)[C@H]2C(=O)N(C)C(=O)[C@@H]12)C(=O)Nc1ccc(C(F)(F)F)cc1	-12	1	0	10	-15
33	C=CCNC(=O)COc1cc(C)cc(C)c1C	-2	1	2	5	15
34	COc1ccc(CN2CCN(S(=O)(=O)c3ccccc3)CC2)cc1Br	20	13	7	1	6
35	CCN(CC)c1nc(OCCNC(=O)Nc2ccccc2)nc(N(CC)CC)n1	-15	3	-5	-6	-3
36	CCC(C)C(NC(=O)c1ccccc1NC(=O)c1ccco1)C(=O)O (stereo unspecified)	-3	2	1	8	-3
37	CCCN1CCN(C(=S)Nc2sc(CC)cc2C(=O)OC)CC1	1	13	5	-15	-6
38	O=C(/C=C/c1ccco1)OCn1nnc2ccccc2c1=O	-3	0	3	10	6
39	CCC(Cc1ccccc1)NS(=O)(=O)c1ccc2c(c1)NC(=O)C(C)S2 (stereo unspecified)	-11	3	-2	-3	-5
40	COc1ccc(/C=N/NC(=O)CSc2ccccc2)cc1OC	3	4	1	7	4

item	CHRM1 agonist	M1 antag	M5 ag	CHRM4 agonist
31	-2	-14	2	-1
32	1	-6	0	0
33	-3	-15	0	0
34	-4	1	-1	1
35	-2	2	-3	4
36	-4	3	-1	1
37	-11	-1	-2	-1
38	-4	-15	-1	2
39	-2	-2	2	8
40	-6	-6	-2	0

# (list continues)
item	Structure	CHRM4 antagonist	TAAR1 agonist	M5 PAM	CHRM1 PAM	CHRM5 antagonist
41	Cc1cc(NN)nc2ccc(Cl)cc12	-12	5	5	9	5
42	CCOC(=O)N1CCN(C(=O)C(c2ccccc2)c2ccccc2)CC1	4	2	9	7	-2
43	COc1ccc(/C=C/C(=O)NCc2cnn(C)c2C)cc1COc1ccc(Br)cc1	-3	x	-11	0	5
44	CCC(=O)Nc1cc(C)c(OC)c(C)c1	1	1	2	8	-8
45	COc1cc(-c2cc(C(=O)Nc3cccc(C(C)=O)c3)c3ccccc3n2)cc(OC)c1OC	9	20	-5	-11	11
46	Cc1ccc(/C(O)=C2/C(=O)C(=O)N(CCN3CCOCC3)C2c2cccs2)cc1 (stereo unspecified)	-3	4	2	3	-2
47	CCN1CCN(C(=O)C2COc3ccccc3O2)CC1 (stereo unspecified)	-9	3	3	12	-11
48	Cc1ccc(SC(C)C(=O)NCc2ccc(F)cc2)cc1 (stereo unspecified)	-15	1	10	16	2
49	CC(C)(C)C(=O)CSc1nccc(=O)[nH]1	-11	3	4	4	-1
50	CCOC(=O)c1[nH]c2ccc(OC)cc2c1NC(=O)CN1CCC2(CC1)OCCO2	4	6	12	5	7

item	CHRM1 agonist	M1 antag	M5 ag	CHRM4 agonist
41	-2	-4	0	1
42	-1	-3	-1	-3
43	-8	-1	-4	4
44	0	5	-3	1
45	0	26	4	28
46	-2	-21	0	1
47	-5	-21	-8	1
48	-4	-11	0	1
49	-1	-3	2	2
50	-1	-3	-4	3

# Next compounds.
item	Structure	CHRM4 antagonist	TAAR1 agonist	M5 PAM	CHRM1 PAM	CHRM5 antagonist
51	Cc1ccc(S(=O)(=O)Nc2ccc3c(c2)nc(CCN2CCCCC2)n3C)cc1	1	-2	7	-11	4
52	Cn1ccc2cc(-c3ccc4ncnc(NCc5cccs5)c4c3)ccc21	0	1	-8	-5	-1
53	CCNC(=O)C1(C)CCN(C(=O)c2cccc(C#N)c2)C1 (stereo unspecified)	-1	0	1	5	1
54	N#Cc1c(Cn2cncn2)nc(=O)n(-c2ccccc2)c1N	-2	0	10	6	-17
55	CCCCC(NC(=O)Cc1c(C)c2cc3c4c(oc3c(C)c2oc1=O)CCCC4)C(=O)O (stereo unspecified)	-1	-2	-1	5	6

item	CHRM1 agonist	M1 antag	M5 ag	CHRM4 agonist
51	-7	15	-16	1
52	-10	2	-11	2
53	-2	-16	0	1
54	-3	1	-2	1
55	-3	-14	-3	1
